HCV inhibitor: blocks hepatitis C virus | Huh7.5.1 HCVcc-Cre infection, luciferase reporter, 44 h | Potency, µM (top dose mostly 41.8 µM), for inactives: at the highest dose activity change, negative = inhibition, most hits filed as inhibitors | 3.4% of 340,000 active | AID 651820; note: potency is the fitted concentration of half-maximal effect
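A cell-based infection assay in which seeded cells (1,000 per well) receive test compound after 4 h, are inoculated with HCVcc-Cre at approximately 0.5 moi, and are incubated 44 h before luminescence detection.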
Giardia FBPA inh: inhibitors of Giardia lamblia fructose-1,6-bisphosphate aldolase; A8B2U2; 0.71% of 290,000 active; Potency, µM (doses to about 59.6 µM), inactives show at the top dose activity, negative = inhibition, hits mostly inhibitors; purified Giardia FBPA; note: potency is the fitted concentration of half-maximal effect; nearly all actives have a fitted effect of over 55% in size
Target sequence (A8B2U2 whole entry, looked up): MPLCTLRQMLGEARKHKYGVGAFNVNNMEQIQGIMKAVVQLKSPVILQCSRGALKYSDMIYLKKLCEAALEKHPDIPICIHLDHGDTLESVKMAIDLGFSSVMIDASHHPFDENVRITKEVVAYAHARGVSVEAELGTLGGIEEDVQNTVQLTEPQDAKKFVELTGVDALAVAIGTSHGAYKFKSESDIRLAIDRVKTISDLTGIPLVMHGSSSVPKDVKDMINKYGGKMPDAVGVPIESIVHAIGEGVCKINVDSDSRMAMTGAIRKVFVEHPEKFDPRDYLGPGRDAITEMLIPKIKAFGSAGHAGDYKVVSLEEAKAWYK
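40 nM FBPA preincubated 10 min at RT with compound (up to 57.5 uM final), then substrate plus GAPDH/TPI/NAD/arsenate coupling and diaphorase/resazurin added. Fluorescence read after 20 min at RT, 525/598 nm.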
HCMV antiviral: human cytomegalovirus inhibition; 4.5% of 410,000 active; HFF cells, HCMV-luciferase reporter, 72 h; active compounds read low; activity change, negative = inhibition, % at 57.5 µM; in the data active = activity change below about -60%; inconclusive = no clear call, values can overlap the other calls; inactive = above about -39%
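After 16 h attachment at 37C, HFF cells received test compound and HCMV-luciferase (1 PFU/cell); reporter luminescence read 72 h later, data normalized against buffer-only and known inhibitor Salinomycin.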
AMA1 RON2 block: AMA1-RON2 (P. falciparum) interaction inhibition. Potency, µM (highest dose often 58.2 µM), inactives show at the highest dose activity change, negative = inhibition, most hits filed as inhibitors. AID 720542. 0.2% of 360,000 active. AlphaScreen AMA1-biotinylated RON2 peptide binding;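 note: potency is the fitted concentration of half-maximal effect; 0% = vehicle wells and -100% = peptide control; nearly all actives have a fitted effect of over 45% in size; some results filed as inactive show a strong effect at the top dose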
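AMA1 (3D7) with his tag at 25 nM final met compounds first, then biotinylated RON2 peptide at 25 nM; detection used donor plus acceptor beads, 10 µg/mL apiece, read by AlphaScreen after 30 min at room temperature.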
Sm TGR inh: blocks Schistosoma mansoni thioredoxin glutathione reductase; purified TGR, DTNB reduction, TNB absorbance 405 nm; Potency, µM (series often up to 114 µM), without a hit: at the top dose activity change, negative = inhibition, usual class: inhibitors; AID 485364; 3% of 360,000 active; note: potency is the fitted concentration of half-maximal effect; nearly all actives have a fitted effect of over 60% in size
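First, TGR (20 nM dispensed) and NADPH were mixed with compound. Second, a 15 min room-temperature incubation followed. Third, further NADPH and then DTNB were added to start the reaction. Finally, TNB absorbance was monitored kinetically.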
AmpC detergent: inhibitors of E. coli AmpC beta-lactamase with detergent; P00811; AmpC hydrolysis of nitrocefin, absorbance 480 nm, 0.01% Triton; Potency, µM (series often up to 114 µM), for the others: top-dose activity change, negative = inhibition, hits mostly inhibitors; 0.041% of 370,000 active;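 note: potency is the fitted concentration of half-maximal effect; 0% = no-compound wells and -100% = no-enzyme wells; nearly all actives have a fitted effect of over 25% in size; some results filed as inactive show a strong effect at the top dose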
Target sequence (P00811 whole entry, looked up): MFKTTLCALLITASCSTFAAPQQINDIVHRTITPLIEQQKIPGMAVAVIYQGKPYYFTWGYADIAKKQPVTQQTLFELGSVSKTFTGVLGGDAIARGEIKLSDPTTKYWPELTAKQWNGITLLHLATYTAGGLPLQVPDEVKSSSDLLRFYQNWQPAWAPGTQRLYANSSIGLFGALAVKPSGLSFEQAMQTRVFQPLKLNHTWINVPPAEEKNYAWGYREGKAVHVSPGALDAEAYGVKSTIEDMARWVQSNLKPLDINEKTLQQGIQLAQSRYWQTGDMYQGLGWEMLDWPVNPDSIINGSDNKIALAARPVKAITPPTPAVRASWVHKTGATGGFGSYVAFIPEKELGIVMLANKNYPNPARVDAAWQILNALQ
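20 mM phosphate pH 7.0 + 0.01% (detergent screen) or 0.0001% Triton X-100; 5.3 nM AmpC reagent; cpd preinc 15 min RT; nitrocefin (800 uM stock) to start; A480 q20 s × 4 min; Activity was normalised to no-enzyme and no-compound control wells.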
* hit, by the source's call; ? = inconclusive; . = not tested or not shown; [ ] = another dose, or the depositor's remark. Unless noted, calls come from the whole dose curve; as a rule, active = well fitted curve in the direction sought with a large enough effect; inconclusive = small, poorly fitted or top-dose-only effect, or another doubt; inactive = no such curve, though single readings can be large; an effect the other way counts as inactive or inconclusive. Unless noted, % is set by controls: 0 for no effect and ±100 for the full control effect.

Molecule	HCV inhibitor	Giardia FBPA inh	HCMV antiviral	AMA1 RON2 block	Sm TGR inh	AmpC detergent
CCCN(CCC)C(=O)c1cc([N+](=O)[O-])cc2c1-c1ccc([N+](=O)[O-])cc1C2=C(C#N)C#N	?	?	?	-2%	5µM*	7%
CCOc1ccc(N(CC(=O)N2CCCCC2)S(=O)(=O)c2ccc(Cl)cc2)cc1	13%	3%	15	3%	2%	-7%
COc1ccc(CCNC(=O)c2c(C)nn(-c3ccccc3)c2Cl)cc1OC	-13%	13%	-28	-23%	4%	5%
COCCCN1C(=O)C(=O)/C(=C(/O)c2ccc(S(=O)(=O)N3CCCCC3)cc2)C1c1ccc(O)c(OC)c1 (stereo not given)	20%	.	-33	-1%	3%	2%
CN(C)CC#Cc1cncc(C(=O)NNC(=O)Nc2ccc(Cl)cc2)c1	0%	4%	13	85%[activator]	?	4%
CCOc1ccc(NC(=O)CN(C)S(=O)(=O)c2ccc3c(c2)c(=O)n(C)c(=O)n3C)cc1	.	.	-18	.	0%	3%
Cc1cc(C(=O)CSc2nnc(-c3ccccc3)n2C)c(C)n1C	-2%	-8%	-9	-5%	?	8%
O=C(CN(CCO)c1ccccc1)Nc1ccc(Cl)c(S(=O)(=O)N2CCOCC2)c1	-1%	-6%	?	10%	-3%	-7%
CN(C)S(=O)(=O)c1ccc(S(=O)(=O)NC2CCOC(C)(C)C2)cc1 (stereo not given)	10%	4%	-6	-2%	-1%	?
CCCn1c(=O)c(C(=O)NCc2ccncc2)c(O)c2ccccc21	4%	10%	-12	-6%	-3%	-11%
COc1cccc(CC(=O)Nc2nc(-c3ccc(F)c(F)c3)cs2)c1	?	-9%	?	20%	2%	?
CCn1cnc2cc(NCc3ccc(C)cc3)ccc21	3%	-20%	-24	-4%	-10%	-15%
CC(=O)Nc1cc(C)c(S(C)(=O)=O)c(C)c1	-2%	0%	-25	14%	-12%	-2%
Cc1ccc(-c2nnn(CC(=O)N(c3ccccc3F)C(C(=O)NC3CCCC3)c3ccco3)n2)o1 (stereo not given)	2%	6%	24	-28%	-9%	?
COc1ccc(Cc2nnc(SCC(=O)NCCc3ccccc3)o2)cc1	9%	0%	15	0%	1%	?
Cc1ccc(F)cc1NC(=O)N1CCNC(=O)C1CC(=O)Nc1cc(Cl)ccc1Cl (stereo not given)	5%	.	-27	-9%	-27%	-2%
COc1ccc(CNC(=O)[C@]2(C)CCC[C@@]3(C)C4CC[C@@]5(C)C[C@]4(CCC32)CC5=O)cc1 (stereo not given in full)	-10%	.	-15	-8%	-12%	-4%
CN1CCC(N(C)c2ncnc3ccc(Br)cc23)CC1	?	-15%	23	4%	-2%	4%
CCOc1ccccc1Oc1c(C)oc2cc(OC(=O)c3ccco3)ccc2c1=O	3%	-1%	5	18%	35µM*	-1%
O=c1[nH]cc(S(=O)(=O)Nc2ccc3c(c2)OCO3)c(=O)[nH]1	?	.	2	-2%	-7%	-19%
Cc1cc(C(=O)NCc2ccccc2Cl)n(-c2ccccc2)n1	-19%	5%	-13	-6%	3%	8%
CCCn1c(SCC(=O)Nc2nc(C)c(C(=O)OC)s2)nnc1C(C)C	-9%	-1%	-21	0%	-24%	-18%
O=C(Nc1ncccc1O)c1ccc2c(c1)OCCO2	7%	.	1	69%[activator]	-20%	?
Cc1ccc(CN2c3ccccc3-c3nc(SCC(=O)Nc4c(C)cc(C)cc4C)ncc3S2(=O)=O)cc1	.	.	11	.	3%	10%
CCOc1ccc(N2C(=O)c3n[nH]c(-c4cccs4)c3C2c2cccc(F)c2)cc1 (stereo not given)	.	.	-18	.	2%	7%
COC(=O)C1=C(C)NC(C)=C(C(=O)OCC2CCCO2)C1c1ccc(Cl)c([N+](=O)[O-])c1 (stereo not given)	.	.	11	.	5%	13%
Cc1n[nH]c(C)c1S(=O)(=O)N1CCC(C(=O)O)CC1	-7%	4%	4	-29%	-1%	2%
CC(C)c1ccc(S(=O)(=O)NCc2ccc3c(c2)OCO3)cc1	22%	1%	18	4%	4%	?
C1=C(CCNCC2CC2)CCCC1	5%	2%	1	-3%	-1%	-7%
COc1ccc(C)cc1S(=O)(=O)NCC(c1ccco1)N1CCc2ccccc2C1 (stereo not given)	-21%	.	5	-9%	-22%	-10%
Cc1cc(Cl)ccc1NC(=S)NCCCN1CCCC1=O	10%	3%	1	-2%	-23%	-4%
COC(=O)c1cn(NC(=O)C2CCCCC2)c(=O)c2ccccc12	2%	3%	0	9%	0%	-4%
CC(=O)N1CCC(=NNc2ccc(S(N)(=O)=O)cc2[N+](=O)[O-])CC1	22%	0%	1	-3%	-22%	3%
NC(=O)c1cc(C(=O)c2ccc(Cl)cc2Cl)c[nH]1	0%	0%	?	-10%	4%	-3%
COC(=O)C1C(=O)c2c([nH]c(C(=O)OCCOC(C)C)c2C)CC1C (stereo not given)	?	-17%	38	8%	-9%	?
Cc1ccc(C)c(NC(=O)CCC(=O)N2CCOc3ccccc32)c1	-8%	-1%	-2	-15%	0%	-5%
CCCCNc1nc2ccccc2nc1NS(=O)(=O)c1ccc(F)cc1	13%	1%	-35	36%[activator]	2%	-5%
S=C(c1nc2ccccc2[nH]1)N1CCOCC1	8%	?	-10	35%[activator]	0%	-10%
CCC(C)C(=O)Nc1nnc(-c2cccs2)s1 (stereo not given)	6%	2%	34	5%	4%	-12%
OCC(O)CNC(=S)NC1CCCCC1 (stereo not given)	2%	-5%	46	1%	15%	7%
CC(=O)c1sc(NS(=O)(=O)c2ccc(C)cc2)nc1C	4%	27%	-18	-29%	-1%	-11%
Cn1c(=O)oc2cc(S(=O)(=O)Nc3ccccc3)ccc21	11%	17%	-39	31%[activator]	8%	-2%
O=C(Nc1ccc(C(=O)N2CCC(N3CCOCC3)CC2)cc1)c1ccc(Br)o1	-11%	.	6	0%	32µM*	0%
CC1CN(c2cnn(C(C)C)c(=O)c2Cl)CC(C)O1 (stereo not given)	6%	12%	36	34%[activator]	-29%	-10%
Cc1ccc2c(c1)C1(SCCS1)C(=O)N2	15%	.	87	-2%	10%	-1%
Cc1ccc(NC(=O)CN2c3cccc4cccc(c34)S2(=O)=O)cc1S(=O)(=O)N1CCOCC1	11µM*	-4%	-29	-4%	-2%	-15%
O=C(CN1CCCCCC1)OCCN=C1NS(=O)(=O)c2ccccc21	0%	3%	.	7%	-19%	-20%
COc1ccc(NC(=O)C23CC4CC(CC(Cl)(C4)C2)C3)cc1S(=O)(=O)N1CCOCC1	2%	.	3	-1%	.	.

Reprinted from the results shown for reference:
Molecule	HCV inhibitor	Giardia FBPA inh	HCMV antiviral	AMA1 RON2 block	Sm TGR inh	AmpC detergent
CCCCNc1nc2ccccc2nc1NS(=O)(=O)c1ccc(F)cc1	13%	1%	-35	36%[activator]	2%	-5%
S=C(c1nc2ccccc2[nH]1)N1CCOCC1	8%	?	-10	35%[activator]	0%	-10%
CCC(C)C(=O)Nc1nnc(-c2cccs2)s1 (stereo not given)	6%	2%	34	5%	4%	-12%
OCC(O)CNC(=S)NC1CCCCC1 (stereo not given)	2%	-5%	46	1%	15%	7%

Other records follow:
Molecule	HCV inhibitor	Giardia FBPA inh	HCMV antiviral	AMA1 RON2 block	Sm TGR inh	AmpC detergent
O=C(O)CCCCCNS(=O)(=O)c1ccc2c3c(cccc13)C(=O)N2	23%	-2%	57	7%	?	3%
CCCCc1nc(N2CCOCC2)c(C#N)c2c1CCCC2	?	10%	?	32%[activator]	-11%	?
COc1cccc(CCNCc2ccc(SC)cc2)c1	4%	-19%	-9	?	-17%	-4%
N#Cc1c(-c2ccc(Cl)cc2)c(-c2ccc(Cl)cc2)nn(CCOC(=O)CCC(=O)O)c1=O	-9%	.	?	-7%	.	.
COc1ccccc1Nc1cc(C(=O)N2CCc3ccccc3C2)c2ccccc2n1	.	-6%	.	.	6%	?
N#Cc1ccccc1OCC(=O)NC1CCCCC1	-20%	.	74	14%	.	.
COc1ccc(NC(=O)CCn2c(-c3ccc(F)cc3)cc(C(C)=O)c2C)c(OC)c1	.	.	?	.	2%	4%
Cc1noc(C)c1NC(=O)Nc1ccc2c(c1)C(=O)N([C@H](C)CO)C[C@H](C)[C@@H](CN(C)S(C)(=O)=O)O2	?	.	-5	26%	.	.
O=C(/C=C/c1ccccc1)c1ccc2c(c1)OCCCCO2	-2%	-6%	103	2%	6%	2%
O=C(Cc1cccs1)Nc1nnc(SCC(=O)NC2CCCCC2)s1	7%	2%	7	2%	0%	?
CN(C)/C=C1\N=C(c2ccc3c(c2)OCO3)OC1=O	5%	-1%	67	-12%	-15%	-3%
Cc1cc(C)c(NC(=O)C(C)OC(=O)c2cc(Br)c(Br)s2)c(C)c1 (stereo not given)	1%	12%	3	-1%	2%	-8%

2 of these compounds in another layout.
> CN(C)/C=C1\N=C(c2ccc3c(c2)OCO3)OC1=O
- HCV inhibitor = 5%
- Giardia FBPA inh = -1%
- HCMV antiviral = 67
- AMA1 RON2 block = -12%
- Sm TGR inh = -15%
- AmpC detergent = -3%
> Cc1cc(C)c(NC(=O)C(C)OC(=O)c2cc(Br)c(Br)s2)c(C)c1 (stereo not given)
- HCV inhibitor = 1%
- Giardia FBPA inh = 12%
- HCMV antiviral = 3
- AMA1 RON2 block = -1%
- Sm TGR inh = 2%
- AmpC detergent = -8%

More compounds
Molecule	HCV inhibitor	Giardia FBPA inh	HCMV antiviral	AMA1 RON2 block	Sm TGR inh	AmpC detergent
COc1ccc(NC(=O)CC(C)n2nc(C)cc2C)cc1Cl (stereo not given)	.	.	6	.	-1%	21%
COc1ccc(OCCn2c(=N)n(CCO)c3ccccc32)cc1	-14%	0%	-10	-8%	0%	-16%
COc1cccc(OCc2cc(C3Nc4ccccc4C(=O)N3Cc3ccco3)ccc2OC)c1 (stereo not given)	?	-9%	-21	-5%	18µM*	-10%
COc1ccc(CCNC(=O)Cn2c(=O)oc3ccccc32)cc1OC	17%	2%	-13	0%	12%	-9%
Cc1ccc(NC(=O)CN2C(=O)NC(C)(C)C2=O)cc1S(=O)(=O)N1CCCCCC1	?	.	-25	1%	-1%	-20%
C=CCOc1c(Cl)cc(CNc2ccc(N(C)C)cc2)cc1OC	?	4.5µM*	?	-24%	18µM*	8%
COc1ccc(C2=NN(CC(=O)NCc3ccco3)C(=O)CC2)cc1	4%	0%	15	-12%	-18%	-7%
CC(=O)c1c(N2CCN(c3ccccc3)CC2)nc(=S)n(-c2ccccc2)c1C	-21%	-25%	-18	-23%	9%	-10%
Cc1cc(C(=O)NCCc2ccc(Cl)cc2)c(C)o1	-7%	.	26	-4%	?	3%
COc1ccc(C2OC34CCCCC3C(C#N)(C#N)C2(C#N)C(=N)O4)cc1 (stereo not given)	-10%	-27%	-17	8%	40µM*	-10%
CC1=NN(c2ccccc2)C(=O)/C1=C\C=C1/N(C)c2ccccc2C1(C)C	?	-15%	-38	-15%	3%	?
COc1ccc2c(c1)c1c(c(=O)n(Cc3ccccc3)c(=O)n1CC(=O)Nc1ccccc1F)n2C	.	.	16	.	-2%	1%
CCn1cnc2cc(NS(=O)(=O)c3ccc(C)cc3)ccc21	3%	-16%	-38	-6%	4%	7%
c1ccc(-c2ccccc2OCCCCN2CCCCC2)cc1	?	-5%	?	7%	5%	-15%
COc1ccc(C(CNC(=O)Cc2c(F)cccc2Cl)N2CCCCC2)cc1 (stereo not given)	-6%	1%	10	-3%	-2%	4%
